Myeloid diff MLP = promotes myeloid progenitor differentiation; ER-HoxA9 myeloid progenitors, lysozyme-GFP differentiation, flow cytometry; calls only at 10 µM; 1% of 360,000 active;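 active = normalized GFP-positive differentiation at or above the plate's own cutoff, the solvent-only control mean plus 3 SD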;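 note: cells exposed to compound for four days before flow analysis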
Rac1 GTP hydrolysis = MgcRacGAP GTPase-activating activity inhibitors, confirmation, biochemical, ADP Hunter fluorescence. 0.6% of 340,000 active. MgcRacGAP-stimulated Rac1 GTP hydrolysis, ADP Hunter fluorescence; higher % means a stronger effect; GST-tagged Rac1 F28L mutant substrate. one-dose inhibition, % at 30 µM; IC50 in µM for titrated hits. AID 624330;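 active = first-screen hits whose inhibition reached a set limit at any dose in the follow-up dose series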;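 note: fluorescence reports GDP produced by GAP-driven GTP hydrolysis; strong numbers were not always called active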
GPR55 antagonists = GPR55 antagonists blocking LPI-driven arrestin recruitment, primary screen, imaging, U2OS, beta-arrestin-GFP, LPI agonist (AID 2013). U2OS GPR55 beta-arrestin-GFP translocation imaging, LPI antagonism; higher % means a stronger effect. one-dose inhibition, % at 10 µM; IC50 in µM for titrated hits. 0.13% of 290,000 active;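 active = spots per cell inhibited over 60%, with over 100 cells counted and total cytoplasm intensity under 500,000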;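 note: U2OS cells stably carrying GPR55 and arrestin-GFP stimulated by 5 µM LPI near EC80; imaged beta-arrestin-GFP aggregate spots per cell after agonist stimulation; plate controls were LPI-stimulated DMSO wells for no effect and DMSO wells without LPI for full effect; some results filed as inactive read as strong as hits; confirmed hits need IC50 under 10 µM and bright autofluorescent wells are also inconclusive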
NTR1 agonist = agonists of NTR1, primary screen, imaging, U2OS cells, beta-arrestin-GFP, high content (AID 493036) | P30989 | NTR1-U2OS beta-arrestin-GFP spot imaging, agonist mode | activation, % at 20 µM | 0.17% of 330,000 active;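 active = activation at or above 40% of the spot to cytoplasm intensity ratio, with at least 20 cells analyzed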;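 note: 0% = DMSO without peptide and 100% = 100 nM NTR1 peptide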
Target sequence (P30989 whole entry, looked up): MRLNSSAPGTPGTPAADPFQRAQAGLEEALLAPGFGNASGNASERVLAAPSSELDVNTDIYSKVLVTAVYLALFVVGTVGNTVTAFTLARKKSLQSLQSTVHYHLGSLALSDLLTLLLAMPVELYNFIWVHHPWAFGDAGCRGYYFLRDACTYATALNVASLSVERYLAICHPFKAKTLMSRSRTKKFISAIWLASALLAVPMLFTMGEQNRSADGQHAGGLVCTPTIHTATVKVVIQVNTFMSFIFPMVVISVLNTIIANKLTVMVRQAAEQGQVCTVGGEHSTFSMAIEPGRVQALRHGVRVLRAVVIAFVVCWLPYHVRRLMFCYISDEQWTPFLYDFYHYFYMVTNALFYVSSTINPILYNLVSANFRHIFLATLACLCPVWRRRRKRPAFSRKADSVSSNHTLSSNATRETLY
HIV fusion peptide = cell-free HIV fusion peptide-binding blockers – biochemical, uHTS, fluorescence dequenching, primary screen (AID 1986); 0.3% of 290,000 active; inhibition, % at 20 µM, or IC50 in µM where a hit was titrated; cell-free peptide binding, fluorescence dequenching, 30 min; higher % means a stronger effect; in the data active = inhibition mostly above about 52%, no sharp cut-off; inactive = mostly below about 76%; note: some results filed as inactive read as strong as hits
LYP inhibition = PTPN22 lymphoid phosphatase activity blockers – biochemical, fluorescence intensity, uHTS (AID 1779) | recombinant LYP phosphatase, fluorescence intensity; higher % means a stronger effect | inhibition, % at 11.5 µM; hits with a dose series show IC50 in µM | 0.054% of 290,000 active; in the data active = inhibition above about 50%;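 note: plate controls were vehicle with enzyme for no effect and no enzyme for full effect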
GPR35 arrestin U2OS = inhibition of zaprinast-stimulated GPR35 beta-arrestin translocation – imaging, U2OS, beta-arrestin-GFP, zaprinast agonist, primary screen (AID 2058) | U2OS GPR35 beta-arrestin-GFP translocation imaging, zaprinast antagonism; higher % means a stronger effect | 0.052% of 290,000 active | one-dose inhibition, % at 10 µM; IC50 in µM for titrated hits;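 active = inhibition of at least 50% with at least 30 cells and total cytoplasm GFP at most 10,000,000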
Salmonella PhoP GFP = inhibitors of PhoP regulon expression, primary screen, Salmonella Typhimurium, GFP reporter (AID 1863). S. Typhimurium PhoP-regulated promoter GFP reporter, 4 h; higher % means a stronger effect. 0.16% of 300,000 active. inhibition, % at 50 µM, or IC50 in µM where a hit was titrated;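 active = inhibition over 29.93%, a cutoff 3 SD above the screen mean, later confirmed by dose response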;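 note: 0% = low Mg2+ inducing control and 100% = high Mg2+ repressing control; strong numbers were not always called active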
SIAH1 antagonists = Siah-1 peptide-binding antagonists, primary screen, biochemical, fluorescence polarization, rhodamine-plectin, uHTS (AID 1817) | 0.02% of 290,000 active | Siah-1 / rhodamine-plectin peptide fluorescence polarization; higher % means a stronger effect | displacement, % at 20 µM, or IC50 in µM where a hit was titrated;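 active = displacement of at least 50% at 20 µM, with a fluorescence ratio check between 0.3 and a set limit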;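 note: plate controls were Siah plus tracer with DMSO for no effect and tracer alone without Siah for full effect; strong numbers were not always called active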
NTR1 agonist cell count 20 µM = recorded beside NTR1 agonist, whose call it bears; cell count; measured here: cell count, cytotoxicity flag
Myeloid diff MLP GFP+ MAC1+ % = also measured in Myeloid diff MLP; calls as there; GFP+ MAC1+ double positive, %; measured here: differentiation confirmed by MAC1 staining
* hit, by the source's call; & = joins results of further samples.

What do the screens show for `CC(C)Oc1snc(Cl)c1C(N)=O`?
Myeloid diff MLP: inactive; Rac1 GTP hydrolysis: 11%; GPR55 antagonists: 1%; NTR1 agonist: 1.3; HIV fusion peptide: -2.3%; LYP inhibition: -7%; GPR35 arrestin U2OS: 2%; Salmonella PhoP GFP: 23%; SIAH1 antagonists: 0%; NTR1 agonist cell count 20 µM: 53; Myeloid diff MLP GFP+ MAC1+ %: 0.8

How did C#CC1(O)CC(C)N(C)C(C)C1 (configuration not stated) do in these assays?
Myeloid diff MLP: inactive; Rac1 GTP hydrolysis: 4%; GPR55 antagonists: -6%; NTR1 agonist: 1.1; HIV fusion peptide: -0.8%; LYP inhibition: 18%; GPR35 arrestin U2OS: -13%; Salmonella PhoP GFP: 4%; SIAH1 antagonists: 10%; NTR1 agonist cell count 20 µM: 107; Myeloid diff MLP GFP+ MAC1+ %: 1.2

Results for Cc1cc2ncn(C(=O)c3c(-c4ccccc4)noc3C)c2cc1C ?
Myeloid diff MLP: inactive; Rac1 GTP hydrolysis: 1%; GPR55 antagonists: -12%; NTR1 agonist: 0.5; HIV fusion peptide: 0.2%; LYP inhibition: -10%; GPR35 arrestin U2OS: 0%; Salmonella PhoP GFP: -8%; SIAH1 antagonists: -3%; NTR1 agonist cell count 20 µM: 38; Myeloid diff MLP GFP+ MAC1+ %: 1.2

What do the screens show for `CCc1ccc(CN2CCC(C(=O)Nc3cccc(-c4nnc(C)s4)c3)CC2)o1`?
Myeloid diff MLP: inactive; Rac1 GTP hydrolysis: 8%; GPR55 antagonists: -8%; NTR1 agonist: 0.9; HIV fusion peptide: 1.2%; LYP inhibition: -3%; GPR35 arrestin U2OS: -8%; Salmonella PhoP GFP: 5%; SIAH1 antagonists: -2%; NTR1 agonist cell count 20 µM: 66; Myeloid diff MLP GFP+ MAC1+ %: 3.4

Results for Cc1c(NC(=O)c2ccc(Br)s2)c(=O)n(-c2ccccc2)n1C ?
Myeloid diff MLP: inactive; Rac1 GTP hydrolysis: -5%; GPR55 antagonists: 12%; NTR1 agonist: -0.8; HIV fusion peptide: 0.4%; LYP inhibition: -6%; GPR35 arrestin U2OS: 5%; Salmonella PhoP GFP: -9%; SIAH1 antagonists: -1%; NTR1 agonist cell count 20 µM: 56; Myeloid diff MLP GFP+ MAC1+ %: 0.3

Results for COc1ccc(NC2=C3CC(C)CC=C3N(c3ccc(OC)cc3)C2=O)cc1 (configuration not stated) ?
Myeloid diff MLP: inactive; Rac1 GTP hydrolysis: 3%; GPR55 antagonists: 7%; NTR1 agonist: 2.0; HIV fusion peptide: -1.4%; LYP inhibition: -1%; GPR35 arrestin U2OS: 7%; Salmonella PhoP GFP: -6%; SIAH1 antagonists: 16%; NTR1 agonist cell count 20 µM: 71; Myeloid diff MLP GFP+ MAC1+ %: 0.0

Results for CCOc1ccccc1N1CCN(Cc2cccc(OC)c2O)CC1 ?
Myeloid diff MLP: inactive; Rac1 GTP hydrolysis: -1%; GPR55 antagonists: 23%; NTR1 agonist: 3.2; HIV fusion peptide: 1.8%; LYP inhibition: -11%; GPR35 arrestin U2OS: -2%; Salmonella PhoP GFP: 7%; SIAH1 antagonists: 3%; NTR1 agonist cell count 20 µM: 57; Myeloid diff MLP GFP+ MAC1+ %: 0.8

What do the screens show for `CCCCN1CC(=O)N2[C@H](c3ccc(Cl)cc3)[C@@H]3C(=O)N(CC)C(=O)[C@@H]3[C@]2(Cc2ccccc2)C1=O`?
Myeloid diff MLP: inactive; Rac1 GTP hydrolysis: 4%; GPR55 antagonists: 10%; NTR1 agonist: -0.1; HIV fusion peptide: -1.1%; LYP inhibition: -10%; GPR35 arrestin U2OS: 1%; SIAH1 antagonists: 4%; NTR1 agonist cell count 20 µM: 103; Myeloid diff MLP GFP+ MAC1+ %: 1.3

Results for O=C1Nc2ccccc2C(O)(C(=O)NCc2ccco2)N1c1ccc(Cl)cc1 (configuration not stated) ?
Myeloid diff MLP: inactive; Rac1 GTP hydrolysis: 2%; GPR55 antagonists: 2%; NTR1 agonist: -0.6; HIV fusion peptide: 0.2%; LYP inhibition: -3%; GPR35 arrestin U2OS: -19%; Salmonella PhoP GFP: -5%; SIAH1 antagonists: -2%; NTR1 agonist cell count 20 µM: 74; Myeloid diff MLP GFP+ MAC1+ %: 0.7

How did Cc1ccc(S(=O)(=O)N(C)CCCC(=O)Nc2ccc(F)cc2)cc1 do in these assays?
Myeloid diff MLP: inactive; Rac1 GTP hydrolysis: 8%; GPR55 antagonists: -2%; NTR1 agonist: 1.2; HIV fusion peptide: -1.8%; LYP inhibition: -2%; GPR35 arrestin U2OS: -4%; Salmonella PhoP GFP: 6%; SIAH1 antagonists: 5%; NTR1 agonist cell count 20 µM: 36; Myeloid diff MLP GFP+ MAC1+ %: 1.8

What do the screens show for `CS(=O)(=O)N(CC(=O)N1CCCC1)c1cccc(Cl)c1`?
Myeloid diff MLP: inactive; Rac1 GTP hydrolysis: 6%; GPR55 antagonists: -1%; NTR1 agonist: -0.1; HIV fusion peptide: 6.1%; LYP inhibition: -5%; GPR35 arrestin U2OS: -1%; Salmonella PhoP GFP: -12%; SIAH1 antagonists: 2%; NTR1 agonist cell count 20 µM: 94; Myeloid diff MLP GFP+ MAC1+ %: 1.1

What do the screens show for `COc1cc(/C=C2\CCCc3c2nc2ccccc2c3C(=O)O)cc(Br)c1O`?
Rac1 GTP hydrolysis: 17%; GPR55 antagonists: -7%; NTR1 agonist: 2.1; HIV fusion peptide: 43%; LYP inhibition: 4%; GPR35 arrestin U2OS: -2%; Salmonella PhoP GFP: -4%; SIAH1 antagonists: 6%; NTR1 agonist cell count 20 µM: 40

How did COc1ccc(N2C(=O)c3cccc4cccc(c34)C2=O)nn1 do in these assays?
Myeloid diff MLP: inactive; Rac1 GTP hydrolysis: 8%; GPR55 antagonists: 19%; NTR1 agonist: -0.7; HIV fusion peptide: 3.4%; LYP inhibition: -2%; GPR35 arrestin U2OS: 0%; Salmonella PhoP GFP: -4%; SIAH1 antagonists: -2%; NTR1 agonist cell count 20 µM: 75; Myeloid diff MLP GFP+ MAC1+ %: 1.1

What do the screens show for `CC(=O)c1c(C)[nH]c(C(=O)Nc2cccc(C#N)c2)c1C`?
Myeloid diff MLP: inactive; Rac1 GTP hydrolysis: 4%; GPR55 antagonists: 17%; NTR1 agonist: 0.9; HIV fusion peptide: -1.4%; LYP inhibition: -5%; GPR35 arrestin U2OS: -7%; Salmonella PhoP GFP: -3%; SIAH1 antagonists: 0%; NTR1 agonist cell count 20 µM: 58; Myeloid diff MLP GFP+ MAC1+ %: 1.2

What do the screens show for `CCCn1c(=N)n(CC(O)c2ccco2)c2ccccc21` (configuration not stated)?
Myeloid diff MLP: inactive; Rac1 GTP hydrolysis: 9%; GPR55 antagonists: 3%; NTR1 agonist: 1.2; HIV fusion peptide: -2.0%; LYP inhibition: -10%; GPR35 arrestin U2OS: 1%; Salmonella PhoP GFP: 2%; SIAH1 antagonists: -2%; NTR1 agonist cell count 20 µM: 58; Myeloid diff MLP GFP+ MAC1+ %: 1.3

Results for CCCS(=O)(=O)N1CCCC(C(=O)NCc2ccc(C)cc2)C1 (configuration not stated) ?
Myeloid diff MLP: inactive; Rac1 GTP hydrolysis: 12%; GPR55 antagonists: 8%; NTR1 agonist: -1.6; HIV fusion peptide: 1.5%; LYP inhibition: 6%; GPR35 arrestin U2OS: -8%; Salmonella PhoP GFP: 4%; SIAH1 antagonists: -2%; NTR1 agonist cell count 20 µM: 30; Myeloid diff MLP GFP+ MAC1+ %: 1.1

Results for CC(=O)c1c(C)[nH]c(C(=O)Nc2cccc(S(=O)(=O)N(C)c3ccccc3)c2)c1C ?
Myeloid diff MLP: inactive; Rac1 GTP hydrolysis: 7%; GPR55 antagonists: -6%; NTR1 agonist: 11; HIV fusion peptide: -0.3%; LYP inhibition: 4%; GPR35 arrestin U2OS: -1%; Salmonella PhoP GFP: -1%; SIAH1 antagonists: 1%; NTR1 agonist cell count 20 µM: 76; Myeloid diff MLP GFP+ MAC1+ %: 0.1

What do the screens show for `CN1CCN(C2=Nc3ccccc3Oc3ccc(Cl)cc32)CC1`?
Myeloid diff MLP: inactive; Rac1 GTP hydrolysis: -1%; GPR55 antagonists: 5%&-7%; NTR1 agonist: -2.0; HIV fusion peptide: 1.7%&-0.3%; LYP inhibition: -5%&-3%; GPR35 arrestin U2OS: 17%&5%; Salmonella PhoP GFP: 7%&-8%&-6%; SIAH1 antagonists: 6%&-1%; NTR1 agonist cell count 20 µM: 49; Myeloid diff MLP GFP+ MAC1+ %: 4.5

Results for CCc1nc2ccccc2c(C(=O)OCC(=O)NCCCN2CCCC2=O)c1C ?
Myeloid diff MLP: inactive; Rac1 GTP hydrolysis: -1%; GPR55 antagonists: 5%; NTR1 agonist: 1.0; HIV fusion peptide: 0.3%; LYP inhibition: -5%; GPR35 arrestin U2OS: 9%; Salmonella PhoP GFP: -5%; SIAH1 antagonists: -2%; NTR1 agonist cell count 20 µM: 67; Myeloid diff MLP GFP+ MAC1+ %: 0.6

Results for COc1ccc(NC(=O)CSc2nnc(Cc3ccccc3)c(=O)n2N)cc1OC ?
Myeloid diff MLP: inactive; Rac1 GTP hydrolysis: -7%; NTR1 agonist: 0.2; Salmonella PhoP GFP: -8%; NTR1 agonist cell count 20 µM: 46; Myeloid diff MLP GFP+ MAC1+ %: 1.0

What do the screens show for `O=C(Nc1ccccc1F)NC1CCCc2ccccc21` (configuration not stated)?
Myeloid diff MLP: inactive; Rac1 GTP hydrolysis: -1%; GPR55 antagonists: -8%; NTR1 agonist: -1.2; HIV fusion peptide: 1.3%; LYP inhibition: 5%; GPR35 arrestin U2OS: -1%; Salmonella PhoP GFP: -12%; SIAH1 antagonists: -2%; NTR1 agonist cell count 20 µM: 43; Myeloid diff MLP GFP+ MAC1+ %: 1.0
